NPY2 pot ag: potentiators or agonists of human neuropeptide Y receptor Y2; cells expressing NPY-Y2, potentiator/agonist read-out; hit rate 0.45% among 220,000; activation, % at 3.6 µM; P49146; in the data active means activation above about 27%;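 further: cells stimulated with NPY near EC25 plus isoproterenol at EC100; 0% = vehicle plus submaximal agonist and 100% = vehicle plus saturating agonist; some results beyond the cut were filed as inactive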
Target sequence (P49146 whole entry, looked up): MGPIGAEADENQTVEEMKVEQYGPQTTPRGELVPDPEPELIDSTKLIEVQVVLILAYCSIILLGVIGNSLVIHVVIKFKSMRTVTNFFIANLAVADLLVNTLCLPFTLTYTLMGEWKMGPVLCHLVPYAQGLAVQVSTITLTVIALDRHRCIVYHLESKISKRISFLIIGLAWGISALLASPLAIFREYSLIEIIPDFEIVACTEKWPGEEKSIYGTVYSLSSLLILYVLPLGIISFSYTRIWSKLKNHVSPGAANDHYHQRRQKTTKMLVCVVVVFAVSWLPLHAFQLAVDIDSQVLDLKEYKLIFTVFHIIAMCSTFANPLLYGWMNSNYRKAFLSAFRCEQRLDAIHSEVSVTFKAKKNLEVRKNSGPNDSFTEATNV
EP2 mod: modulators of human EP2 prostaglandin E2 receptor; AID 940; induction, % at 25 µM; hit rate 0.83% among 260,000; EP2-expressing cells, cAMP HTRF FRET, PGE2 co-stimulation; P43116;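 active means compounds whose cAMP rise, as percent of the full-agonist control response, exceeds 60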;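 further: rat C6 glioma line stably carrying human EP2 under a CMV promoter; the protocol text gives 20 µM as final concentration; 100% = response of wells given 1 µM PGE2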
Target sequence (P43116 whole entry, looked up): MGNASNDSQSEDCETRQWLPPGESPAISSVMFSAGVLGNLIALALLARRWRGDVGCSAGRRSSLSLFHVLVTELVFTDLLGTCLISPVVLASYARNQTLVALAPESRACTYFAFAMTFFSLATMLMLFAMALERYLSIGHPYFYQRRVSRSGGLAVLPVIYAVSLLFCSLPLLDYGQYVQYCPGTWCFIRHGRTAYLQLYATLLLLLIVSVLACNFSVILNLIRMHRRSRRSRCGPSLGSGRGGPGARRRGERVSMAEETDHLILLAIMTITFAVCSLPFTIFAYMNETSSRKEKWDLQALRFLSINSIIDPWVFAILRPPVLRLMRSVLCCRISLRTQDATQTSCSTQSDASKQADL
NPY Y1 blocker: blocks the human neuropeptide Y Y1 receptor | P25929 | HEK293-CNG Y1 cells, membrane potential fluorescence; NPY at EC95, then isoproterenol | inhibition, % at 3.6 µM | hit rate 1% among 200,000 | AID 1040;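 active means inhibition above the campaign mean inhibition of all tested compounds plus 3 SD, cut at about 20% in these data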;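 further: 0% = DMSO wells given NPY plus isoproterenol and 100% = isoproterenol alone without NPY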
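Assay system: HEK293 cells with Y1 receptor plus CNG channel | Probe or stimulus: NPY (25 nM), isoproterenol (1 µM), Ro 20-1724 (25 µM) | Timing: Compound incubation 1 h at room temperature, readout 45 min post-stimulation | Measured by: Membrane-potential fluorescent dye readout | Benchmarks: High control isoproterenol alone, low control NPY with isoproterenol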
NPY1 pot ag: potentiates or activates human NPY-Y1 receptor; P25929; NPY-Y1 expressing cells, potentiator/agonist activation; activation, % at 3.6 µM; hit rate 0.37% among 220,000; in the data active means activation above about 33%, passing the limit was not always enough;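 further: cells stimulated with NPY at EC10 then isoproterenol at EC100; 0% = low agonist plus stimulus and 100% = saturating agonist plus stimulus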
S1P4 antagonist: human S1P4 receptor antagonism. S1P4-expressing cells, antagonist mode, reporter read-out. inhibition, % at 4.98 µM. hit rate 0.26% among 220,000; in the data active means inhibition above about 29%;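 further: 0% = wells stimulated with agonist and 100% = vehicle wells without agonist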
S1P4 agonist: human S1P4 receptor agonism | hit rate 0.35% among 220,000 | S1P4-expressing cell line, agonist reporter assay | O95977 | activation, % at 4.98 µM; in the data active means activation above about 11%;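 further: 0% = DMSO vehicle and 100% = reference agonist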
PGE2 EP2 inh: EP2 receptor (human) inhibition; P43116; AID 1422; inhibition, % at 25 µM; hit rate 0.52% among 260,000; C6 glioma cells expressing human EP2, cAMP TR-FRET; cells stimulated with saturating PGE2;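 active means percent inhibition above 40 after rounding to a whole number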;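 further: rat C6 glioma host cells with rolipram phosphodiesterase inhibitor present; the protocol text gives 20 µM as final concentration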
p97 inhibitor: human p97 ATPase inhibition | P55072 | recombinant p97 ATPase, Kinase-Glo ATP luminescence, 3 h | AID 1481 | hit rate 0.42% among 220,000 | inhibition, % at 8 µM; in the data active means inhibition above about 15%;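 further: 0% = DMSO vehicle and 100% = wells lacking enzyme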
eIF4E 4G PPI: inhibitors of eIF4E and eIF4G interaction in translation initiation; TR-FRET eIF4E-eIF4GI(517-606) binding, 2 h; inhibition, % at 21.7 µM; hit rate 0.37% among 220,000;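 active means inhibition above about 30%, limit read from the data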;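 further: 0% = full FRET control wells and 100% = background wells lacking eIF4GI fragment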
* = called active by the depositor; x = not tested or not shown; [ ] = another dose, or the depositor's remark. Not all compounds are listed. The share of hits here may be higher or lower than overall.

(1) Cc1ccc(S(=O)(=O)N2CCN(C(=O)c3ccccn3)CC2)c(C)c1
(2) O=C(c1ccc(N2C(=O)C3CCCCC3C2=O)cc1)N1CCCCC1 (stereo not given)
(3) COc1ccc(C2CCCN2C(=O)c2cccs2)cc1 (stereo not given)
(4) O=C(CSc1nnc2ccccn12)Nc1ncc(Cl)cc1Cl
(5) COCCCNc1c2c(nc3nnnn13)CCCC2
(6) Cc1ccc(C(=O)O/N=C(\N)c2cccnc2)cc1[N+](=O)[O-]
(7) Cn1c(SCC(=O)Nc2ccccc2F)nnc1-c1ccc(S(=O)(=O)N2CCOCC2)cc1
(8) COc1ccc(N2CC(O)=C(c3n(C)c4ccccc4[n+]3C)C2=N)cc1

screen / no.	1	2	3	4	5	6	7	8
NPY2 pot ag	6	8	6	18	6	0	-18	9
EP2 mod	-4	14	-6	-3	-17	-13	19	13
NPY Y1 blocker	-2	6	2	-2	-5	5	-1	-4
NPY1 pot ag	-12	6	11	-7	2	-7	10	6
S1P4 antagonist	-7	-14	-19	-10	-7	-18	-8	10
S1P4 agonist	1.3	-0.2	0.3	1.2	1.2	2.5	0.5	-3.7
PGE2 EP2 inh	5	6	21	8	4	14	7	12
p97 inhibitor	2	4	2	0	5	0	2	-1
eIF4E 4G PPI	2	15	5	-6	-2	0	6	6

(9) Nc1ccccc1Oc1ncc(C(F)(F)F)cc1Cl
(10) O=C(NC1CCC(c2ccccc2)CC1)c1cccnc1 (stereo not given)
(11) COc1ccccc1-c1ccc(SCc2cccc(C)c2)nn1
(12) CCCc1cc2c(cc1NS(=O)(=O)c1ccc(CCNC(C)=O)cc1)OCO2
(13) Cc1ccc(N2CCN(C(=O)c3ccccc3)CC2)c(C)c1
(14) Cc1cc(-c2ccccc2)nc(SCc2ccc(C(=O)O)o2)n1
(15) COc1cccc(OC)c1C(=O)NC(C)C12CC3CC(CC(C3)C1)C2 (stereo not given)
(16) COc1ccc(S(=O)(=O)NCCC(C)C)cc1OC

screen / no.	9	10	11	12	13	14	15	16
NPY2 pot ag	5	-6	-25	10	-9	7	-12	6
EP2 mod	14	34	-40	-2	23	24	28	-7
NPY Y1 blocker	-4	5	14	3	2	0	13	4
NPY1 pot ag	6	15	-47	11	-22	-32	-1	1
S1P4 antagonist	-14	-8	-45	-7	-3	-7	1	-23
S1P4 agonist	0.9	0.7	-2.2	1.3	1.7	1.1	0.5	0.6
PGE2 EP2 inh	7	3	5	7	7	14	15	18
p97 inhibitor	1	7	-3	4	-7	7	-7	-4
eIF4E 4G PPI	2[fluorescence artefact?]	1	-3	-4	2	1	4	-5

(17) COC(=O)c1sccc1NC(=O)CCC1CCCCC1
(18) CC(=O)N1C(=O)C2(C(C#N)=C(N)Oc3cc(C)oc(=O)c32)c2ccccc21 (stereo not given)
(19) CC(C)CC(c1nnnn1Cc1cccs1)N1CCN(c2nc3ccccc3s2)CC1 (stereo not given)
(20) O=C(c1ccc(F)cc1)N1CCN2C(=O)c3ccccc3C12c1ccc(Cl)cc1 (stereo not given)
(21) CCOC(=O)c1c(-c2ccc(C)o2)csc1NC(=S)NC(=O)c1cccs1
(22) COc1ccc(C(=O)CSc2nnc(COc3ccc(C#N)cc3)n2-c2ccccc2)cc1
(23) O=c1c2[nH]c3ccc(F)cc3c2ncn1Cc1ccncc1
(24) CC(C)Oc1cc(NC(=O)CS(=O)(=O)CC(=O)N(C)C)c(Cl)cc1Cl

screen / no.	17	18	19	20	21	22	23	24
NPY2 pot ag	-2	7	3	-12	6	-9	-2	18
EP2 mod	48	11	-7	24	40	-14	-46	31
NPY Y1 blocker	14	0	1	11	3	1	x	2
NPY1 pot ag	-41	11	18	-4	3	-1	-2	8
S1P4 antagonist	-2	-13	-1	-2	2	-1	7	-5
S1P4 agonist	-1.0	0.1	1.3	-0.4	0.8	3.5	-0.6	1.0
PGE2 EP2 inh	6	2	10	5	3	17	20	8
p97 inhibitor	0	7	-5	-3	7	-1	3	-1
eIF4E 4G PPI	3	5	0	0	13	-4	5	1

(25) COc1cc(CNCCNC(=O)c2nonc2N)ccc1OCc1ccc(Cl)nc1
(26) CCOC(=O)c1cc2c(ccn2C)n1CC(=O)N1CCN(c2ccccc2)CC1
(27) O=[N+]([O-])c1ccc(Oc2cccc(F)c2)c2ccncc12
(28) Cc1cc(F)ccc1N1CCC(N2CCN(CCC(C)C)C(CCO)C2)CC1 (stereo not given)
(29) c1ccc(COc2ccc(OCCCCN3CCCCC3)cc2)cc1
(30) COc1cccc(CNc2nc3ccc(C)cc3n3cnnc23)c1
(31) CCOC(=O)c1ccc(S(=O)(=O)NCCN(CC)CC)cc1
(32) CCN(Cc1ccncc1)C(=O)c1ccc2c(c1)S(=O)(=O)c1ccccc1C2=O

screen / no.	25	26	27	28	29	30	31	32
NPY2 pot ag	-3	3	13	-23	-19	12	4	4
EP2 mod	-27	-16	38	-55	-9	-5	-13	10
NPY Y1 blocker	1	4	-2	15	14	x	-3	-3
NPY1 pot ag	-2	1	11	-14	-21	-3	-19	-7
S1P4 antagonist	8	-13	-18	8	4	0	-10	-16
S1P4 agonist	2.4	3.5	2.8	-1.0	0.2	-1.5	0.1	1.4
PGE2 EP2 inh	4	10	10	8	19	6	5	2
p97 inhibitor	5	-1	-4	-7	-5	2	-4	5
eIF4E 4G PPI	0	-6	9	-5	2	-5	-2	1

(33) CC1Cc2cc(/C(O)=C3/C(=O)C(=O)N(CCN4CCOCC4)C3c3cccc(Cl)c3)ccc2O1 (stereo not given)
(34) O=C(Oc1ccc(NC(=O)c2cc3c(cc2Br)OCO3)cc1)c1ccccc1
(35) O=C(Cn1c(=O)n(CC2CCCO2)c(=O)c2ccccc21)c1ccc(Cl)c(Cl)c1 (stereo not given)
(36) COc1ccc(SCc2noc(C(=O)NCC3CCCO3)c2C(=O)O)cc1 (stereo not given)
(37) Nc1nonc1-c1nc2ccccc2n1Cc1ccc(F)cc1Cl
(38) O=C(O)c1ccc(S(=O)(=O)NC2CCCc3ccccc32)cc1 (stereo not given)
(39) Cc1cc(C)c2c3c(sc2n1)C(=O)N(Cc1ccccc1)CC(=O)N3
(40) COc1ccc(N=C2SCC(=O)N2CCc2ccc(OC)c(OC)c2)cc1

screen / no.	33	34	35	36	37	38	39	40
NPY2 pot ag	-6	-23	-8	-4	-27	8	9	-19
EP2 mod	39	20	12	18	52	58	5	-4
NPY Y1 blocker	-2	x	15	13	16	0	-4	x
NPY1 pot ag	7	-11	-11	1	-61	-25	-11	8
S1P4 antagonist	5	-9	-5	-4	-13	-21	-5	-13
S1P4 agonist	0.6	-1.2	-0.3	-1.6	-0.7	-0.8	1.8	0.8
PGE2 EP2 inh	15	14	2	9	x	8	12	8
p97 inhibitor	-1	2	0	1	4	3	1	3
eIF4E 4G PPI	-5	0	28	0	6	0[fluorescence artefact?]	1[fluorescence artefact?]	-5

(41) O=C(c1ccco1)N1CCCN(C(=O)c2ccco2)CC1
(42) COc1ccc(C(=O)NC(=S)NCC2CCCO2)cc1 (stereo not given)
(43) O=C(COC(=O)c1cc(NS(=O)(=O)c2cccs2)ccc1O)Nc1ccccc1
(44) C=CCn1c(SCC(=O)Nc2ccc(N(C)C)cc2)nnc1-c1cccc(C)c1
(45) C/C(=N\NC(=O)c1nc(C)cc(C)n1)c1ccccc1
(46) O/N=C/c1cc(Br)ccc1OCc1ccc(F)cc1
(47) O=C(c1ccccc1Oc1ccccc1)N1CCN(c2ccccc2)CC1
(48) Cc1[nH]n(-c2ccccc2)c(=O)c1C(=O)c1ccc(Cl)cc1

screen / no.	41	42	43	44	45	46	47	48
NPY2 pot ag	6	-4	3	3	5	-2	0	-27
EP2 mod	12	-11	-20	12	16	x	39	-5
NPY Y1 blocker	3	1	x	1	1	16	12	x
NPY1 pot ag	13	-11	12	-1	25	-15	-19	0
S1P4 antagonist	-3	-6	-18	8	4	-20	-9	-12
S1P4 agonist	-0.2	3.4	1.7	0.3	-0.9	4.5	-0.2	0.1
PGE2 EP2 inh	1	11	4	17	9	15	3	2
p97 inhibitor	6	5	-4	2	2	1	-1	3
eIF4E 4G PPI	-4	6	-8	0	-1	x	-1	0

(49) CCC(=O)Nc1ccccc1C(=O)N1CCOCC1
(50) CC1CN=C(N(C(=O)Nc2ccccc2)C(C)c2ccccc2)S1 (stereo not given)
(51) COc1ccc(C(=O)NC(C)c2nnc(SCC(=O)Nc3nc4ccccc4s3)n2C)cc1 (stereo not given)
(52) N#CC1=C(SCC(=O)c2ccc(Br)cc2)NC2=C(C(=O)CCC2)C1c1ccco1 (stereo not given)
(53) CC(=O)c1nc(N2C(=O)CC(Cc3cccc(C)c3)C2=O)sc1C (stereo not given)
(54) Cc1ccc(C(=O)CN(C(=O)c2ccc(Cl)cc2)N2C(=O)c3ccccc3C2=O)cc1
(55) CN(CC(=O)NC1CCN(Cc2ccccc2)CC1)S(=O)(=O)c1ccc2c(c1)c(=O)n(C)c(=O)n2C
(56) COc1ccc(C(=O)Nc2ccc(C)c(S(=O)(=O)N3CCCCCC3)c2)cc1

screen / no.	49	50	51	52	53	54	55	56
NPY2 pot ag	-3	-6	12	-15	-22	8	8	-4
EP2 mod	21	39	25	-15	23	39	-12	-32
NPY Y1 blocker	-1	x	-5	6	12	1	5	0
NPY1 pot ag	9	-12	14	9	-8	-12	6	-2
S1P4 antagonist	-11	0	-15	6	-18	-12	0	-12
S1P4 agonist	0.9	1.2	5.2	-1.1	1.5	2.0	1.1	0.0
PGE2 EP2 inh	4	6	7	x	33	4	1	6
p97 inhibitor	-1	-1	-4	5	-5	3	0	-3
eIF4E 4G PPI	2	1	-9	0	-3	-9	2	2
